Compound activity from PubChem.
MLLE-PAM2 inh – inhibitors of PABP1 MLLE–PAM2 peptide binding, primary screen, biochemical, fluorescence polarization, FITC-PAM2, GST-MLLE; Polyadenylate-binding protein 1 (Homo sapiens), P11940; inhibition, % at 20 µM; actives 0.36% (n = 360,000); in the data active = inhibition above about 35%, passing the limit was not always enough;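 also: plate controls were DMSO wells with GST-MLLE for no effect and wells lacking GST-MLLE protein for full effect; some results filed as inactive read as strong as hits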
bovine MsrA act – bovine MsrA enzyme activators, primary screen, biochemical, absorbance, HTS; purified bovine MsrA, absorbance read-out; activation, % at 10.6 µM; actives 0.3% (n = 360,000); in the data active = activation above about 7.5%;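 also: 0% = vehicle and 100% = reference activator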
FAS TE block – FAS thioesterase domain inhibitors, primary screen, biochemical, fluorescence intensity, uHTS | Fatty acid synthase (Homo sapiens), P49327 | recombinant FAS-TE, OMFH fluorogenic substrate, fluorescence endpoint | inhibition, % at 15 µM | actives 0.67% (n = 360,000) | AID 602261, 2012;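 active = compounds whose normalised, plate-corrected inhibition of enzyme fluorescence in the single-dose primary screen is 50% or more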;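 also: 0% = DMSO with enzyme and 100% = substrate without enzyme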
Rpn11 inh – Rpn11 (PSMD14) deubiquitinase inhibitors, primary screen, biochemical, fluorescence polarization, uHTS; 26S proteasome non-ATPase regulatory subunit 14 (Homo sapiens), O00487; human 26S proteasome, Ub4-pepOG fluorescence polarization; 20S core pre-blocked with epoxomicin; calls only at 20 µM; actives 0.59% (n = 360,000); AID 588493, 2011;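 active = inhibition at 20 µM, scaled to each plate's controls, above about 33%, limit read from the data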
Target sequence (O00487 whole entry, looked up): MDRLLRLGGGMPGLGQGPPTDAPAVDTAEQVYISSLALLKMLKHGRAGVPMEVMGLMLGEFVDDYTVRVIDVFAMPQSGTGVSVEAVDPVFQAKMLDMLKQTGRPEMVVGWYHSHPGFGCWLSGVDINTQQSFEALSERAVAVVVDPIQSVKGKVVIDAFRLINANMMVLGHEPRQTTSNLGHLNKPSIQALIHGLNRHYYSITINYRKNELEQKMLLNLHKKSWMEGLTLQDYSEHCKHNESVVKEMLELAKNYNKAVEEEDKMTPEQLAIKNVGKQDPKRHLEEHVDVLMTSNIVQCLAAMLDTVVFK
MsrA inh – bovine MsrA enzyme inhibitors, primary screen, biochemical, absorbance, HTS; inhibition, % at 15.5 µM; actives 0.75% (n = 360,000); Methionine sulfoxide reductase A (Bos taurus); AID 651718, 2012; purified bovine MsrA, absorbance read-out; in the data active = inhibition above about 4.5%;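 also: 0% = vehicle wells with enzyme and 100% = reference inhibitor wells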
MT1-MMP act inh – blockers of MT1-MMP proenzyme processing, primary screen, HT1080 RFP-PRO-GFP cells, GFP/RFP fluorescence. Matrix metalloproteinase-14 (Homo sapiens), P50281. AID 651647, 2012. GFP/RFP ratio fluorescence, overnight; percent of plate control window, DMSO zero. GFP/RFP ratio change, % at 20 µM. actives 0.061% (n = 360,000);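 active = GFP/RFP ratio change of at least 30% with cell ATP level not reduced by more than half and red fluorescence within 50% of control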; also: strong numbers were not always called active
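Assay system: HT1080 RFP-PRO-GFP cells | Dosing: 20 µM single dose, 1% DMSO | Incubation: Cells overnight before dosing, compound overnight, 37 °C, 5% CO2 | Evaluation: GFP/RFP fluorescence ratio | Control set: DMSO-only wells and HT1080 RFP-L50D-GFP cell wells as references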
Rin1 Abl inh – inhibitors of Rin1-Abl protein binding, primary screen, biochemical, TR-FRET; Tyrosine-protein kinase ABL1 (Homo sapiens) + Ras and Rab interactor 1 (Homo sapiens), …; inhibition, % at 7.35 µM; actives 0.4% (n = 360,000); AID 588664, 2011; in the data active = inhibition above about 5%, passing the limit was not always enough
CSN deneddyl inh – inhibitors of CSN-mediated cullin deneddylation, primary screen, biochemical, fluorescence polarization, uHTS. COP9 signalosome complex subunit 5 (Homo sapiens), Q92905. Purified CSN, SCF-Nedd8-OG deneddylation. inhibition, % at 12.5 µM. actives 0.38% (n = 360,000). AID 651999, 2013;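 active = pattern-corrected inhibition above about 35%, with an unprinted fluorescence ratio check between 0.5 and 1.5, limit read from the data, passing the limit was not always enough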;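 also: 0% = enzyme with substrate and 100% = substrate without enzyme; some results filed as inactive read as strong as hits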
Target sequence (Q92905 whole entry, looked up, one chain of several): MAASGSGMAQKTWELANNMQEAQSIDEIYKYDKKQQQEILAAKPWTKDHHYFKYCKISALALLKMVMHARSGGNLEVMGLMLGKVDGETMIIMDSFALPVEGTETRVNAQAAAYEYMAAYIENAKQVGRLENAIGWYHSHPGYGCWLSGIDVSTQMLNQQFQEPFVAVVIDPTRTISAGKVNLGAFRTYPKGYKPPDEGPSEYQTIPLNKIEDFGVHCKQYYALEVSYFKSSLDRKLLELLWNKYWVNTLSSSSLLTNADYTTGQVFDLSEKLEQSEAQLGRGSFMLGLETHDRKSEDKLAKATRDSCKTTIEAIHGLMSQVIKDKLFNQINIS
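Material: human Csn5 produced in HEK293T cells; Input: enzyme 0.24 nM; Reagent: SCFSkp2-Nedd8OG substrate at 10 nM final; Dosing: 12.5 µM compound; Incubation: 90 min reaction at room temperature; Detection: fluorescence polarization of the substrate; Evaluation: % inhibition of substrate cleavage by Csn5; Control set: substrate-only high control, full reaction low control.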
E coli Lon inh – inhibitors of E. coli Lon protease, primary screen, biochemical, fluorescence polarization; P0A9M0; purified E. coli Lon protease; inhibition, % at 7.94 µM; actives 0.42% (n = 360,000); AID 602123, 2011; in the data active = inhibition above about 13%, passing the limit was not always enough;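 also: 0% = enzyme with probe and DMSO and 100% = no enzyme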
The depositor's hits bear a star; i = inactive; . = not tested or not shown; + = active, no number.

SMILES | MLLE-PAM2 inh | bovine MsrA act | FAS TE block | Rpn11 inh | MsrA inh | MT1-MMP act inh | Rin1 Abl inh | CSN deneddyl inh | E coli Lon inh
Cc1ccccc1Cn1nc(C)c(NC(=O)c2sc3ccccc3c2Cl)c1C | 2.9 | -0.1 | -16.9 | i | -0.7 | -4.3 | -3.2 | 4.1 | -8.5
COc1ccc(N2CC(C(=O)Nc3nnc(SCC(=O)N4CCOCC4)s3)CC2=O)cc1 (centres undefined) | -3.7 | -1.9 | -3.8 | i | 0.0 | 0.8 | 2.6 | 0.0 | -3.4
Cc1cc(C(F)(F)F)n2ncc(C(=O)O)c2n1 | 13.2 | -1.6 | -2.9 | i | 1.4 | 0.0 | -2.2 | -0.4 | 2.6
O=C(Oc1ccc(C(=S)N2CCOCC2)cc1)c1ccc([N+](=O)[O-])cc1 | 30.7 | -3.4 | 2.5 | i | -0.5 | -2.0 | -0.6 | 3.5 | 6.1
CC(=O)c1cccc(NC(=S)NCc2ccccc2)c1 | -15.7 | -0.2 | 4.5 | i | 0.2 | -3.0 | -1.7 | -4.4 | 3.9
CC(=O)c1ccc(N/N=C2/CCCNC2=O)cc1 | -0.3 | -7.6 | -6.4 | i | 7.4* | 0.0 | -3.0 | 2.4 | 5.8
O=C(NCCSCc1ccccc1)c1ccc(C2SCC(=O)N2Cc2ccccc2)cc1 (centres undefined) | 13.2 | 1.6 | 20.5 | + | 0.9 | -2.2 | 4.7 | 4.9 | -0.8
C=CCOc1cccc(C2/C(=C(\O)c3ccc(F)cc3)C(=O)C(=O)N2CCN(C)C)c1 (centres undefined) | -1.3 | -1.2 | -8.3 | i | 2.0 | 7.0 | 2.4 | -0.1 | -3.3
CCSc1nnc(NC(=O)c2ccc(S(=O)(=O)N(C)C)cc2)s1 | 15.8 | -1.8 | -1.5 | i | 0.1 | 4.0 | 3.5 | -2.5 | 10.7
COc1nccnc1NS(=O)(=O)c1ccc(N/C=C2\CCCCC2=O)cc1 | 6.5 | -3.4 | -8.9 | i | 5.3* | 2.4 | 2.0 | -4.2 | -6.8
CCn1c(SC(C)C(=O)O)nc2sc3c(c2c1=O)CCC3 (centres undefined) | -19.9 | -3.2 | 2.1 | i | 2.6 | 2.6 | -1.9 | 45.2 | -2.1
CCOc1cccc(C2C(C#N)=C(N)Oc3cc(C)[nH]c(=O)c32)c1OCC (centres undefined) | -0.8 | -1.6 | -4.4 | i | 1.6 | 4.9 | 0.7 | 1.1 | 2.3
O=S(Cc1ccc(Cl)cc1)CC(O)(c1ccccc1)c1ccccc1 (centres undefined) | -9.7 | -1.6 | 6.7 | i | -0.4 | 2.4 | -0.8 | -11.8 | 3.2
CCc1cc[n+](-c2nc3ccccc3nc2C(=C=[N-])C#N)cc1 | -3.4 | -10.0 | -2.1 | i | 0.4 | 13.8 | -11.8 | 7.2 | -14.8
O=C(Nc1cnc2sc3c(n2c1=O)CCCC3)c1ccc(F)cc1 | -8.6 | 5.3 | 22.1 | i | 0.5 | 3.5 | -1.4 | -3.7 | -2.9
Cc1nn(C)c(Oc2cccc(Cl)c2)c1C(=O)Nc1ccc(F)cc1 | -14.5 | -2.4 | 7.4 | i | -0.1 | -1.9 | -1.4 | -3.0 | -1.8
Cc1csc(SC(C)C(=O)Nc2ccc(Cl)cn2)n1 (centres undefined) | -9.2 | -2.9 | 0.1 | i | -1.0 | -3.5 | -5.3 | 7.1 | 5.8
Cn1c(=O)c2c(nc(Br)n2Cc2nnc(N)s2)n(C)c1=O | -14.3 | -2.1 | -10.6 | i | 2.2 | -1.1 | 0.8 | 2.4 | -9.0
O=C(O)Cn1ncn(-c2ccc(OC(F)(F)F)cc2)c1=O | -3.2 | -9.5 | -9.3 | i | 4.1 | 5.2 | -4.0 | -0.4 | -7.4
CCOC(=O)[C@]12CCC=C1N(CCC1=CCCCC1)C(=O)[C@H](CC(=O)N1CCN(C(=O)C3CC3)CC1)C2 | . | -1.0 | -12.0 | . | 0.1 | 1.6 | . | -2.5 | -6.7
COc1ccc(OC)c(NC(=O)CCNC(=O)Cn2ccc3ccccc3c2=O)c1 | -8.8 | -1.5 | -4.1 | i | 1.0 | 4.3 | 2.1 | 5.6 | 6.5
Cc1cccc(-c2nnn(CC/C(N)=N/O)n2)c1 | 0.6 | 0.6 | -9.4 | i | -0.7 | 13.2 | 1.6 | -0.3 | 2.5
Cc1ccc(/C=[N+](/[O-])C2SC(=S)N(C)C2(C)C)cc1 (centres undefined) | 2.9 | -6.9 | -7.0 | i | -1.5 | 0.3 | -4.0 | -1.7 | -7.4
Cc1cc(C)c2sc(NNC(=O)c3ccc(S(=O)(=O)N4CCc5ccccc5C4)cc3)nc2c1 | -74.6 | -5.0 | 13.5 | i | 1.7 | 9.7 | -1.3 | 1.9 | -11.3
Cc1ccc(C(=O)N/C(=C/c2ccc(C(C)C)cc2)C(=O)NCCCN2CCOCC2)cc1 | -4.1 | -0.9 | 18.1 | i | -0.5 | 2.2 | -0.6 | -0.5 | 4.6
COc1ccc(CNC(=O)/C=C/c2ccccc2[N+](=O)[O-])cc1 | -18.4 | -1.7 | 15.1 | i | 0.2 | -2.3 | -2.2 | 4.6 | -1.6
CCOC(=O)C1CCCN(CCC(=O)Nc2c(C(=O)OC)[nH]c3cc(OC)ccc23)C1 (centres undefined) | -5.9 | 0.6 | -5.7 | i | 2.3 | -0.7 | -5.2 | -0.6 | -2.4
Cc1nn2c(c1-c1ccc(Cl)cc1)N=C(c1ccco1)CC2c1ccccc1 (centres undefined) | -16.7 | -3.6 | 23.7 | . | 0.7 | -41.5 | -1.6 | 10.4 | -15.6
Cn1c(=O)n(CC(=O)Nc2ccc(F)cc2)c2ccccc21 | 0.3 | 4.2 | -4.2 | i | 0.3 | 7.7 | 0.4 | -6.2 | 4.1
COc1ccc(N2C(=O)CC(N3CCN(S(=O)(=O)c4cc(C)ccc4C)CC3)C2=O)cc1 (centres undefined) | 11.0 | 1.3 | 2.3 | i | -0.6 | 2.5 | -0.8 | -0.9 | 0.5
CCOC(=O)COn1c(=O)c(C)[n+]([O-])c2ccccc21 | -35.8 | 0.2 | -2.3 | i | 0.0 | -21.9 | -1.7 | 2.3 | -16.2
CCOC(=O)c1cc2cc(F)ccc2nc1C | -0.3 | -0.1 | -6.8 | i | -0.9 | 2.4 | -2.4 | -6.5 | -7.6
Cc1cc(C)cc(NC(=O)CSc2nc3ccccc3nc2N2CCCC2)c1 | 15.1 | -0.5 | 19.6 | i | 0.3 | 0.0 | -3.0 | 1.1 | -7.1
C[C@@H]1COc2cc(N3CC[C@H](O)C3)ccc2S(=O)(=O)N1 | . | -4.4 | -11.9 | . | 0.9 | 5.6 | . | -0.4 | 10.1
N#Cc1cccnc1N1CCC(C(N)=O)CC1 | -9.0 | -6.3 | -2.5 | i | -0.1 | -1.3 | -1.8 | 0.9 | -1.6
O=C(CCc1nc(-c2ccc(Cl)cc2)no1)NCc1ccccc1CN1CCOCC1 | 12.4 | -1.7 | 11.7 | i | 0.9 | -4.1 | 2.6 | -1.2 | -4.8
COc1ccccc1CNC(=O)Cc1ccccc1 | -4.7 | -1.0 | -6.3 | i | -0.3 | 0.2 | 2.2 | -3.1 | -5.4
Nc1nc2n(n1)C(=O)CC(c1ccccc1)N2 (centres undefined) | 7.6 | -2.1 | -3.3 | i | 1.2 | 6.5 | 0.4 | -4.9 | 2.4
Cc1cc(=O)oc2n[nH]c(-c3ccccc3)c12 | -2.6 | -0.3 | -4.2 | i | 0.2 | 4.1 | 1.0 | 2.1 | 0.2
COc1cc(S(=O)(=O)N2CCOCC2)ccc1F | -7.9 | -8.3 | -5.3 | i | -0.8 | -2.9 | 1.8 | 3.4 | -5.5

Profiles as entered above. Values in the order: MLLE-PAM2 inh	bovine MsrA act	FAS TE block	Rpn11 inh	MsrA inh	MT1-MMP act inh	Rin1 Abl inh	CSN deneddyl inh	E coli Lon inh
Cn1c(=O)c2c(nc(Br)n2Cc2nnc(N)s2)n(C)c1=O is entered as -14.3	-2.1	-10.6	i	2.2	-1.1	0.8	2.4	-9.0
Cc1ccc(C(=O)N/C(=C/c2ccc(C(C)C)cc2)C(=O)NCCCN2CCOCC2)cc1 is entered as -4.1	-0.9	18.1	i	-0.5	2.2	-0.6	-0.5	4.6
Cc1cc(=O)oc2n[nH]c(-c3ccccc3)c12 is entered as -2.6	-0.3	-4.2	i	0.2	4.1	1.0	2.1	0.2
COc1ccccc1CNC(=O)Cc1ccccc1 is entered as -4.7	-1.0	-6.3	i	-0.3	0.2	2.2	-3.1	-5.4

Further records:
SMILES | MLLE-PAM2 inh | bovine MsrA act | FAS TE block | Rpn11 inh | MsrA inh | MT1-MMP act inh | Rin1 Abl inh | CSN deneddyl inh | E coli Lon inh
CCOc1ccccc1-n1c(SCC(=O)Nc2nccs2)nnc1-c1ccoc1C | -14.2 | -1.9 | -3.0 | i | -1.0 | -1.8 | -0.6 | 2.2 | 3.1
CCOC(=O)C1(C(=O)OCC)CCN(S(=O)(=O)c2ccccc2)CC1 | 4.6 | -2.1 | -2.4 | i | -0.1 | -1.5 | 2.9 | -3.5 | -10.1
COCCNC(=O)C1(C)CCN(C(=O)c2ccc(C(F)(F)F)nc2C)C1 (centres undefined) | 4.2 | -4.7 | -5.8 | i | 1.1 | 2.0 | -0.7 | 7.7 | -11.8
CN(C(=O)CSc1nnn(C)n1)c1ccccc1 | 9.7 | -3.6 | -2.3 | i | -0.2 | -2.2 | 2.9 | -2.1 | 0.7
Nc1ccc(-c2nnc(-c3ccccc3)o2)cc1 | -7.0 | -3.2 | -2.8 | i | 1.1 | -1.5 | -3.2 | -3.0 | 6.4
Cc1sc(NC(=S)NC(=O)c2ccco2)c(C#N)c1C | 4.2 | -2.4 | -3.0 | i | 0.8 | -0.8 | -3.1 | 1.9 | 0.9
CCOC(=O)c1cc2c(=O)n3ccccc3nc2n(CC2CCCO2)c1=NC(=O)/C=C/c1ccccc1 (centres undefined) | 2.9 | -6.5 | 80.0* | i | 1.4 | 13.2 | -7.9 | 4.0 | -6.4
CCOC(=O)CC[C@H](NC(=O)Cn1cc(C)c(=O)[nH]c1=O)C(=O)OCC | 10.5 | -0.8 | -7.6 | i | -1.1 | 1.4 | 0.8 | -1.4 | 4.7
CC(C)[C@H](NC(=O)c1ccc(Cl)cc1Cl)C(=O)OCc1nc2ccsc2c(=O)[nH]1 | -5.8 | -3.7 | -5.0 | i | -0.4 | 3.2 | -0.3 | 2.1 | -12.0
